RORg inh: qHTS for inhibitors of ROR gamma transcriptional activity | Nuclear receptor ROR-gamma (Mus musculus), P51450 | Drosophila S2 Gal4-RORgamma UAS-luciferase reporter, 20 h | Potency, µM (series often up to 53.6 µM), without a hit: at the top dose activity change, negative = inhibition, usual class: inhibitors | 310,000 compounds, 5.4% hits; further: potency means the concentration at half of the fitted maximal effect; on the % scale 0 is the no-effect control and ±100 the full control effect; nearly all actives have a fitted effect of over 60% in size
Target sequence (P51450 whole entry, looked up, the tested form may be a part): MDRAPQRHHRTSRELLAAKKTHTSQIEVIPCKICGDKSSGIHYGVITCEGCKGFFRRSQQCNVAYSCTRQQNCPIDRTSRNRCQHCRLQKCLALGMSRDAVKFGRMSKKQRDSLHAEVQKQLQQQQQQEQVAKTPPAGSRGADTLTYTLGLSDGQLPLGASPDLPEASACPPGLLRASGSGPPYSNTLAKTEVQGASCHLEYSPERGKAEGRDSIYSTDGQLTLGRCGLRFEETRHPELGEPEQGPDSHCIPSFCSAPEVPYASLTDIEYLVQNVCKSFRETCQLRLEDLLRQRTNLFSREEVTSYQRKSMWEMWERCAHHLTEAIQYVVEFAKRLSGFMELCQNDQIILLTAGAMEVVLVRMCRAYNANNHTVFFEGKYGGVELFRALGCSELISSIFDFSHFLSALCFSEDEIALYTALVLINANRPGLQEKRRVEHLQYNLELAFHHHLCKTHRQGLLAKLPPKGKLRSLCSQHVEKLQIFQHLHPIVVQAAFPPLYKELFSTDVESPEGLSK
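Schneider cells (Drosophila), stable Gal4 DBD–ROR gamma + UAS-luc; 1 hr cmpd preincubation; Cu2+ induction 700 uM final; 20 hr ambient; luminescence.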
FBPA coupling cs: qHTS Assay for Inhibitors of Fructose-1,6-bisphosphate Aldolase from Giardia Lamblia: Coupling assay counterscreen; coupling enzyme system counterscreen, AmpLite Red fluorescence; 290,000 compounds, 0.67% hits; activity change, negative = inhibition, % at 58.2 µM, hits read low; in the data active means activity change below about -30%; further: on the % scale 0 is the no-effect control and ±100 the full control effect
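Fluorescence at 525 nm excitation and 598 nm emission measured inhibition of the coupled detection system without aldolase. Compounds (at 57.5 uM final) were preincubated 10 min at room temperature with coupling enzyme reagent before a 20 min substrate/AmpLite Red step.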
NPC1 prom act: qHTS Assay for NPC1 Promoter Activators. Huh7 NPC1 promoter luciferase reporter, 24 h. Potency, µM (doses to about 9.22 µM), for the others: top-dose activation, most hits filed as activators. AID 485313, 2010. 320,000 compounds, 2.4% hits;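 further: potency means the concentration at half of the fitted maximal effect; % of control where 0% means no effect; nearly all actives have a fitted effect of over 60% in size; reporter is driven by a mutant NPC1 promoter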
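Huh7 reporter cells (NPC1 promoter driving luciferase) are dosed with compound for 24 h at 37 °C, 5% CO2; luciferase detection reagent is then added and luminescence measured after 10 min at ambient temperature.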
Giardia killer: Small Molecules that selectively kill Giardia lamblia: qHTS. activity change, % at 7.66 µM, hits read low. Giardia lamblia trophozoite viability. AID 540267, 2011. 340,000 compounds, 0.15% hits; in the data active means activity change below about -80%; inconclusive means between about -30% and that limit;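 further: parasites exposed to compound for two days anaerobically before the ATP read; on the % scale 0 is the no-effect control and ±100 the full control effect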
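Viability, read as ATP luminescence: trophozoites at 100 cells/well, compound added, 48 hrs anaerobic at 37 deg C, then 15-30 min room-temperature development before reading.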
FLuc counter: qHTS profiling assay for firefly luciferase inhibitor/activator using purifed enzyme and Km concentrations of substrates (counterscreen for miR-21 project); Luciferin 4-monooxygenase (Photinus pyralis), P08659; purified FLuc, Km substrates, luminescence inhibition; Potency, µM (highest dose often 57.5 µM), without a hit: at the top dose activity change, negative = inhibition, usual class: inhibitors; 360,000 compounds, 6.9% hits; AID 588342, 2011;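 further: potency means the concentration at half of the fitted maximal effect; plate controls were vehicle for no effect and reference inhibitor for full effect; nearly all actives have a fitted effect of over 55% in size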
Target sequence (P08659 whole entry, looked up): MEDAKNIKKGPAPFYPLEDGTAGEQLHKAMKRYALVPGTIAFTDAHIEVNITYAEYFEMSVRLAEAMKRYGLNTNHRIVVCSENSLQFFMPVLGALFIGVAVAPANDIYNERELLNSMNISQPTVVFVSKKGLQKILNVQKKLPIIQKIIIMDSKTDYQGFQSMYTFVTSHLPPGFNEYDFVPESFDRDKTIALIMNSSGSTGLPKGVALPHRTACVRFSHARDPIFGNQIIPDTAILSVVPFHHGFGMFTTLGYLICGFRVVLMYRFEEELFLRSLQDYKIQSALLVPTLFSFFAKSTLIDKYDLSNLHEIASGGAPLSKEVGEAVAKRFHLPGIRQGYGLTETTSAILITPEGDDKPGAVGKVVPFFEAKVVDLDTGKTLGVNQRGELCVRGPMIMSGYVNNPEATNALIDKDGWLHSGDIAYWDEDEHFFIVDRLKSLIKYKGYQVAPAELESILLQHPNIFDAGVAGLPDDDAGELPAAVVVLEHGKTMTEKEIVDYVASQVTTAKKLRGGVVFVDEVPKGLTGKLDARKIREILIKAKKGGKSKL
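Biochemical qHTS of compounds, final roughly 60 µM downward over six points, against 10 nM purified firefly luciferase using Km concentrations of substrates (10 uM D-luciferin, 10 uM ATP) in Tris acetate pH 7.5 buffer; luminescence output.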
Rab9 promoter act: qHTS Assay for Rab9 Promoter Activators; Potency, µM (top dose mostly 9.22 µM), inactives show top-dose activation, negative = inhibition, actives largely listed as activators; Huh7 Rab9 promoter-luciferase reporter, luminescence, 24 h; 320,000 compounds, 2.8% hits; further: potency means the concentration at half of the fitted maximal effect; % of control where 0% means no effect; nearly all actives have a fitted effect of over 60% in size
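Huh7 cells stably carrying Rab9 promoter–luciferase reporter, plated 1500 cells/well, compound added after 2 h and incubated 24 h at 37 °C; luciferase luminescence then read after 10 min with detection reagent.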
Tb PFK block: qHTS Assay to Find Inhibitors of T. brucei phosphofructokinase | Potency, µM (doses to about 57.5 µM), for inactives: top-dose activity, negative = inhibition, most hits filed as inhibitors | T. brucei PFK, ADP-Glo luminescence | 330,000 compounds, 0.17% hits | ATP-dependent 6-phosphofructokinase (Trypanosoma brucei brucei), O15648;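 further: potency means the concentration at half of the fitted maximal effect; 0% = uninhibited 1x PFK enzyme wells and -100% = no-enzyme wells; nearly all actives have a fitted effect of over 60% in size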
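1.25 nM PFK with 0.5 mM F6P and 0.1 mM ATP in 0.1 M TEA pH 8.0, 5 mM MgCl2, incubated 45 min at room temperature; ADP measured by ADP-Glo luminescence; compounds titrated up to 57 uM.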
KCNH2 3.1 block: qHTS for Inhibitors of KCHN2 3.1: Mutant qHTS; Potassium voltage-gated channel subfamily H member 2, brain isoform KCNH2 3.1 (human); U2OS KCNH2 3.1, thallium flux FluxOr; active compounds read low; activity change, % (tested at about 1.8 µM); 340,000 compounds, 0.95% hits;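 active means maximum activity change below -70%; inconclusive means maximum activity change from -70% to -50%; inactive means maximum activity change above -50%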;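 further: thallium influx rate constant from kinetic fluorescence after stimulation buffer; on the % scale 0 is the no-effect control and ±100 the full control effect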
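Virally transduced U2OS (3.1 isoform, 4 h infection in dark at RT) → overnight 37 C → FluxOr + Red40 in HBSS/HEPES, 45 min → stimulation buffer, 2 min kinetic read → rate constant vs DMSO controls.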
Gal4-VP16 FLuc: VP16 counterscreen qHTS for inhibitors of ROR gamma transcriptional activity; Drosophila S2 Gal4-VP16 UAS-luciferase, luminescence, 20 h; Potency, µM (titrated, usually from 53.6 µM), for the others: top-dose activity, negative = inhibition, actives largely listed as inhibitors; 310,000 compounds, 3.5% hits; AID 2546, 2010;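 further: Gal4-VP16 expression switched on by copper sulfate through the metallothionein promoter; potency means the concentration at half of the fitted maximal effect; on the % scale 0 is the no-effect control and ±100 the full control effect; nearly all actives have a fitted effect of over 50% in size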
uPA surface inh: qHTS for Inhibitors of Cell Surface uPA Generation. cell surface uPA generation assay, qHTS. Potency, µM (highest dose often 38.3 µM), for the others: at the highest dose activity change, negative = inhibition, most hits filed as inhibitors. 330,000 compounds, 0.31% hits; active means well fitted inhibition curve with a large enough effect; inconclusive means small, poorly fitted or top-dose-only effect; inactive means no such curve, though single readings can be large or run the other way; tested in mouse RAW 264.7 cells; further: potency means the concentration at half of the fitted maximal effect; on the % scale 0 is the no-effect control and ±100 the full control effect; nearly all actives have a fitted effect of over 55% in size
ELG1 genotoxic: qHTS screen for small molecules that induce genotoxicity in human embryonic kidney (HEK293T) cells expressing luciferase-tagged ELG1; Potency, µM (highest dose often 46 µM), for the others: at the highest dose activity change, positive = activation, actives largely listed as activators; 330,000 compounds, 1.3% hits; HEK293T ELG1-luciferase reporter, luminescence, 16 h; further: potency means the concentration at half of the fitted maximal effect; % of control where 0% means no effect; nearly all actives have a fitted effect of over 60% in size
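Reporter readout depends on ELG1 protein level, which increases with genetic stress. After 16 hr compound exposure at 37 °C, luciferase activity was quantified using ONE-Glo.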
* marks the source's active call; other numbers are inactive results; ? = inconclusive; / = not tested or not shown; [ ] = dose if it differs, or a comment. Unless noted, the call rests on the fitted dose curve; in most records, active means well fitted curve in the direction sought with a large enough effect; inconclusive means small, poorly fitted or top-dose-only effect, or another doubt; inactive means no such curve, though single readings can be large; an effect the other way counts as inactive or inconclusive. Rows are unselected; overall some 14% were active at least once.

SMILES	RORg inh	FBPA coupling cs	NPC1 prom act	Giardia killer	FLuc counter	Rab9 promoter act	Tb PFK block	KCNH2 3.1 block	Gal4-VP16 FLuc	uPA surface inh	ELG1 genotoxic
O=S1(=O)N=C(N(CCO)/N=C/c2ccncc2)c2ccccc21	-3%	0	-5%	0	5%	-2%	-1%	18	-5%	-8%	-5%
CCNC(=O)CC1C(=O)N(c2ccc(F)cc2)C(=O)N1Cc1ccccn1 (centres undefined)	-26%	3	-1%	-2	-2%	7%	2%	16	-10%	/	0%
Cc1cc(C)cc(C(=O)OCC(=O)Nc2ncccn2)c1	/	/	-1%	-4	-8%	-5%	-1%	-12	/	19%	0%
COc1ccc(/C=N/n2cnn(Cc3ccccc3Cl)c2=S)cc1	-1%	0	-2%	-14	?	15%	-16%	-13	-24%	0%	-6%
Cc1noc(C)c1COc1ccc(C(=O)N2CCN(S(=O)(=O)c3cccc(F)c3)CC2)cc1	/	/	/	6	/	/	5%	-20	/	2%	0%
O=C(OCC(=O)N1CCc2ccccc2C1)c1ccc(F)cc1Cl	/	/	/	4	/	/	-11%	-3	/	1%	11%
O=C1/C(=C\c2ccsc2)NC(=S)N1c1ccccc1	7.1µM*	1	10%	3	?	2%	1%	2	22µM*	-10%	-9%
O=C(NCc1ccccc1)C1CCCN(C(=O)c2ccc(F)cc2)C1 (centres undefined)	/	/	0%	0	-1%	-4%	-10%	-1	/	2%	-1%
O=C(O)/C=C/C(=O)Nc1cccc(C(F)(F)F)c1	-16%	-2	-4%	39[activator]	-2%	-1%	0%	5	-4%	5%	0%
CCOc1ccc(N2C(=O)CC(SCc3nc4ccccc4[nH]3)C2=O)cc1 (centres undefined)	11µM*	1	-2%	11	-2%	-4%	0%	-1	?	0%	5%
CCC(C)Sc1cc(C)c(C#N)c2nc3ccccc3n12 (centres undefined)	-24%	17	0%	-5	-1%	1%	0%	3	-6%	-9%	0%
O=C(Nc1ccc(C(=O)N2CCOCC2)cc1)Nc1cccc2ccccc12	-5%	4	13%	-4	15µM*	-1%	-14%	-16	3%	-2%	?
CCN(CC(=O)N1CCCCCC1)S(=O)(=O)c1ccc(Cl)cc1	-1%	1	/	17	2%	/	/	/	-13%	-10%	/
O=C(COC(=O)/C=C/c1ccc(Cl)cc1)Nc1ccc2[nH]c(=O)[nH]c2c1	/	/	-9%	-24	1%	-5%	?	-7	/	-4%	19%
COc1ccc(N/C=C(\C(C)=O)c2ccc(OC)c(OC)c2)cc1OC	-6%	-2	0%	-9	0%	-4%	-6%	12	8%	-3%	11%
CCOC(=O)C(NCc1ccccn1)(NC(=O)c1cccnc1)C(F)(F)F (centres undefined)	16µM*	-1	-1%	9	0%	13%	2%	11	1%	7%	3%
O=C(Nc1nc(-c2ccc(F)cc2)cs1)c1ccc(N2C(=O)CCC2=O)cc1	3%	0	-4%	8	0%	-8%	-1%	-1	-7%	-10%	-2%
O=C(c1ccc2[nH]c(=O)c(=O)[nH]c2c1)N1CCN(c2ccccc2)CC1	-14%	/	-3%	14	0%	4%	1%	21	6%	0%	0%
CN1CCN(S(=O)(=O)c2ccc(NC(=O)Cc3ccc([N+](=O)[O-])cc3)cc2)CC1	-8%	/	-2%	-6	2%	-2%	17µM*	14	-7%	-16%	-1%
Cc1cc(O)c(C(C)C)cc1NC(=O)Nc1cccc2ccccc12	24%	0	1%	-1	1%	-6%	-2%	-1	0%	5%	-15%
CC(=O)SC1CC2=CC(=O)CCC2(C)C2CCC3(C)C(CCC34CCC(=O)O4)C12 (centres undefined)	13%	1	-6%	-9	1%	-5%	-2%	1	-4%	2%	0%
COc1cc(C(=S)N2CCCC2)cc(Cl)c1O	1%	-5	0%	30	2%	1%	-9%	14	5%	1%	-3%
O=C(CN1CCc2ccccc2C1)Nc1cccc(S(=O)(=O)N2CCCC2)c1	32%	-2	-1%	5	4%	4%	-6%	-1	0%	4%	-7%
CCCOc1ccc(C(=O)NC(=S)NNC(=O)c2c(-c3ccccc3)noc2C)cc1	4µM*	23	0%	?	2%	-5%	0%	17	?	4%	-6%
COc1ccccc1CCN=C(N)NS(=O)(=O)c1ccccc1F	11%	/	0%	6	-3%	-6%	-2%	-42	2%	0%	5%

Reprinted from the part before: three compounds, followed by the next part.
SMILES	RORg inh	FBPA coupling cs	NPC1 prom act	Giardia killer	FLuc counter	Rab9 promoter act	Tb PFK block	KCNH2 3.1 block	Gal4-VP16 FLuc	uPA surface inh	ELG1 genotoxic
O=C(CN1CCc2ccccc2C1)Nc1cccc(S(=O)(=O)N2CCCC2)c1	32%	-2	-1%	5	4%	4%	-6%	-1	0%	4%	-7%
CCCOc1ccc(C(=O)NC(=S)NNC(=O)c2c(-c3ccccc3)noc2C)cc1	4µM*	23	0%	?	2%	-5%	0%	17	?	4%	-6%
COc1ccccc1CCN=C(N)NS(=O)(=O)c1ccccc1F	11%	/	0%	6	-3%	-6%	-2%	-42	2%	0%	5%
Cn1c(C(=O)N2CCOCC2)cc2c(=O)n3ccccc3nc21	-18%	/	5%	-8	0%	1%	13%	-25	10%	1%	10%
CC(=O)NCCC(=O)Nc1cc(S(=O)(=O)N2CCOCC2)ccc1Oc1ccccc1	2%	1	-7%	-2	-1%	-6%	1%	-2	-3%	3%	4%
Cc1ccc2occ(C(=O)c3ccco3)c(=O)c2c1	19%	3	4%	4	-13%	23%	0%	-6	?	-10%	9%
Cc1cc(C)c(S(=O)(=O)N2CCN(C(=O)C3CC3)CC2)c(C)c1	/	/	-2%	-23	3%	-5%	-4%	13	/	-3%	0%
c1ccc(Cn2nnnc2C(c2ccccn2)N2CCN(c3ccccc3)CC2)cc1 (centres undefined)	-16%	-1	0%	2	7%	2%	0%	-3	4%	0%	-5%
CSc1ccc(C(=S)N2CCCCCC2)cc1	-43%	2	0%	8	?	3%	-1%	-5	-3%	11%	4%
CCN(CC)S(=O)(=O)c1ccc(C)c(NC(=O)CSc2ncc(C(F)(F)F)cc2Cl)c1	13%	-10	-1%	-13	1%	-2%	-1%	-5	-16%	0%	1%
Cc1cnc(C(=O)OCC(=O)Nc2ncc(Cl)cc2Cl)cn1	/	/	0%	-5	7%	2%	-4%	-1	/	-9%	8%
CN(Cc1ccccc1)C(=O)COC(=O)c1cc(=O)c2ccccc2o1	/	/	/	3	/	/	0%	-36	/	-5%	5%
O=S(=O)(NCc1ccccc1F)NCc1ccccc1F	2%	3	-3%	6	2%	-1%	-4%	/	-6%	1%	0%
O=C(N/N=C/c1ccc2c(c1)OCO2)c1ccc2c(c1)OCCO2	-31%	-2	?	10	1.9µM*	?	0%	2	?	-10%	?
CC(C)(C)c1nc2ccccc2c(=O)n1N1C(=O)c2ccccc2C1=O	48%	-1	-3%	-14	4%	-7%	-1%	-1	-2%	-7%	-1%
c1ccc2c(c1)[nH]c1c(NCC3CCCO3)ncnc12 (centres undefined)	?	-4	-3%	4	-1%	2%	0%	1	?	-3%	-10%
O=C(/C=C/c1ccco1)NC(=S)Nc1ccccc1O	11µM*	0	?	-6	?	4µM*	8%	-28	?	0%	13%

Entries of single compounds, looked up by structure. Order of values: RORg inh	FBPA coupling cs	NPC1 prom act	Giardia killer	FLuc counter	Rab9 promoter act	Tb PFK block	KCNH2 3.1 block	Gal4-VP16 FLuc	uPA surface inh	ELG1 genotoxic
Entry for `Cn1c(C(=O)N2CCOCC2)cc2c(=O)n3ccccc3nc21` : -18%	/	5%	-8	0%	1%	13%	-25	10%	1%	10%
Entry for `Cc1ccc2occ(C(=O)c3ccco3)c(=O)c2c1` : 19%	3	4%	4	-13%	23%	0%	-6	?	-10%	9%
Entry for `CN(Cc1ccccc1)C(=O)COC(=O)c1cc(=O)c2ccccc2o1` : /	/	/	3	/	/	0%	-36	/	-5%	5%
Entry for `CSc1ccc(C(=S)N2CCCCCC2)cc1` : -43%	2	0%	8	?	3%	-1%	-5	-3%	11%	4%

Source: PubChem BioAssay (National Center for Advancing Translational Sciences (NCATS))
